# KAT2A inh: qHTS Assay for Inhibitors of GCN5L2. Potency, µM (top dose mostly 58.9 µM), inactives show at the highest dose activity change, negative = inhibition, actives largely listed as inhibitors. GCN5L2 HAT assay, ThioGlo1 CoA-SH fluorescence. actives 0.21% (n = 390,000). Histone acetyltransferase KAT2A (Homo sapiens), Q92830. AID 504327, 2011
# Target sequence (Q92830 whole entry, looked up): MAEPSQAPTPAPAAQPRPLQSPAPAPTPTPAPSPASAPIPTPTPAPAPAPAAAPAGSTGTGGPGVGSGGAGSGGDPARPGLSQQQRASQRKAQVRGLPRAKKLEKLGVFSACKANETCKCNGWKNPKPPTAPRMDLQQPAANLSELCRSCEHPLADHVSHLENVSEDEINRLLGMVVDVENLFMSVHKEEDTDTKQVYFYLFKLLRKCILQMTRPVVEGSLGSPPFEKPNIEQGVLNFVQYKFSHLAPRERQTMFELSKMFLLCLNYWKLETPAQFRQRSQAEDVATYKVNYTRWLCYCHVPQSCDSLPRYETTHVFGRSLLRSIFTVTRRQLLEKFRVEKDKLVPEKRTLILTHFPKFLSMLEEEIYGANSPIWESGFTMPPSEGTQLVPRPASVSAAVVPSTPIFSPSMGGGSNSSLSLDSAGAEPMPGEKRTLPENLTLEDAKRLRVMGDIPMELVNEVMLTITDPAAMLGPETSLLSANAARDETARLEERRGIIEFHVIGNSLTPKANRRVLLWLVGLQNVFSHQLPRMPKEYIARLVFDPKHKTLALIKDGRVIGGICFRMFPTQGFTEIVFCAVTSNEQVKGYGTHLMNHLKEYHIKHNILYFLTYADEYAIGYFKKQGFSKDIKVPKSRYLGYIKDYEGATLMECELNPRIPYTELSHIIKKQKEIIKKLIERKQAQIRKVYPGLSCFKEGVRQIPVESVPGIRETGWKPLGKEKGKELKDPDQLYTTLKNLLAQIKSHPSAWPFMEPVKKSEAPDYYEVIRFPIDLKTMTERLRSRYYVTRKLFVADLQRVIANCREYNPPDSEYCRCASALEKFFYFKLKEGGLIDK
#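 GCN5L2 (20nM final) in 50mM HEPES, 0.1mM EDTA pH 7.5, 0.01% Tween-20 was preincubated 15 min at room temperature with compound, then given ThioGlo1 (50uM), H3(1-25) peptide (75uM) and acetyl-CoA (70uM); CoA-thiol fluorescence (Ex340/Em540) was read at 0 and 20 min.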
# N370S GC: qHTS Assay for Inhibitors and Activators of N370S glucocerebrosidase as a Potential Chaperone Treatment of Gaucher Disease. AID 2101, 2009. N370S GC spleen homogenate, 4MU-glucoside fluorescence. Lysosomal acid glucosylceramidase (Homo sapiens), P04062. actives 0.092% (n = 330,000). Potency, µM (top dose mostly 59.4 µM), for inactives: at the top dose activity change, negative = inhibition, actives largely listed as inhibitors;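 note: 0% = full enzyme activity and -100% = no enzyme basal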
# FEN1 inhibitor: qHTS Assay for the Inhibitors of Human Flap endonuclease 1 (FEN1); Potency, µM (titrated, usually from 114 µM), for inactives: top-dose activity change, negative = inhibition, hits mostly inhibitors; actives 0.35% (n = 390,000); AID 588795, 2011; Recombinant FEN1 flap cleavage, fluorescence, 15 min; note: nearly all actives have a fitted effect of over 65% in size
#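 Potency values derive from four-parameter Hill fits of normalized qHTS data. The reaction used 10 nM FEN1 preincubated 15 min at room temperature with compound, then 50 nM DNA substrate, read at 0 and 15 min.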
# Active calls of the source: *; ? = inconclusive; · = not tested or not shown; & = joins results of further samples; [ ] = remark or other dose. Calls come from the whole dose curve; as a rule, active = well fitted curve in the direction sought with a large enough effect; inconclusive = small, poorly fitted or top-dose-only effect, or another doubt; inactive = no such curve, though single readings can be large; an effect the other way counts as inactive or inconclusive. Unless noted, % is set by controls: 0 for no effect and ±100 for the full control effect; potency is the fitted concentration of half-maximal effect.
SMILES,KAT2A inh,N370S GC,FEN1 inhibitor
O=C(c1ccc(Cl)cc1Cl)N1CCN(c2ccccn2)CC1,-3%,1%,8%
CCn1c(=O)sc2cc(NS(=O)(=O)c3ccc(C)cc3)ccc21,-17%,·,-6%
CCN(CC)S(=O)(=O)c1cc(C(=O)Nc2cc(C)[nH]n2)ccc1Cl,5%,6%,18%
COc1ccc(/C(C)=N/NC(=O)CNC(=O)/C=C\c2ccccc2OC)c(OC)c1,-6%,-3%,23%
Cc1ccc(C2(C)NC(=O)N(CC(=O)NCc3cccc(Cl)c3)C2=O)cc1 (stereo not drawn),-7%,2%,-5%
COc1ccc(OC)c(S(=O)(=O)N/N=C\c2c[nH]c3ccccc23)c1,2%,0%,-6%
CCOC(=O)N1CCN(S(=O)(=O)c2cc(Br)cnc2N)CC1,1%,-26%,-7%
O=C(COC(=O)c1ccccc1Cc1ccccc1)NC1CCS(=O)(=O)C1 (stereo not drawn),-3%,-10%,-1%
CC(NC(=O)c1cc(-c2ccccn2)nc2ccc(Cl)cc12)C1CCCO1 (stereo not drawn),-2%,-2%,14%
Cc1ccc(NC(=O)c2cc(S(=O)(=O)NCCC3=CCCCC3)ccc2F)cc1,-15%,6%,-19%
Cc1ccc(OCCNc2ccc(S(=O)(=O)N3CCCC3)cn2)cc1,-3%,-3%,-9%
Cc1cc(C(F)F)n2nc(C(=O)Nc3ccc(S(=O)(=O)NC45CC6CC(CC(C6)C4)C5)cc3)nc2n1,-17%,-3%,8%
Cc1ccc(C[n+]2ccccc2)cc1,-4%,2%,-1%
Cc1cccc(-c2nnc(SCC(=O)Nc3nc4c(s3)CCCC4)n2C)c1,-1%,8%,-11%
COCCN(C(=O)c1ccc(COc2ccccc2)o1)c1c(N)n(CC(C)C)c(=O)[nH]c1=O,1%,·,4%
COc1ccc(CN(C)C(=O)c2ccncc2)c(OC)c1,1%,-3%,-4%
Cc1ccc(C(=O)Nc2ccc3oc(-c4ccncc4)nc3c2)c(Cl)c1,-9%,·,-2%
CCN1CCN(c2ccc(NC(=O)c3cccc(N4CCCC4=O)c3)cc2)CC1,-6%,5%,0%
COc1ccc(S(=O)(=O)N2CCCCCC2)cc1C(=O)N(C)Cc1ccc(C(C)(C)C)cc1,-8%,1%,-7%
CC1=C(C#N)C(c2ccccc2O)C(C#N)=C(C)N1,1%,-17%,-7%
O=C(Nc1ccc(N2CCOCC2)cc1)c1cc2c(s1)CCCCC2,-9%,19%,?
C[C@@H]1O[C@@H](OC[C@H]2O[C@@H](Oc3c(-c4ccc(O)cc4)oc4cc(O)cc(O)c4c3=O)[C@H](O)[C@@H](O)[C@@H]2O)[C@H](O)[C@H](O)[C@H]1O,-2%,-24%,-3%
CC(C)C(=O)Nc1cc(S(=O)(=O)Nc2ccc(Cl)cc2)ccc1Cl,1%,2%,-8%
CCCCOc1ccc(CSC2=NCCN2)cc1[N+](=O)[O-],-3%,-15%,13%
CCc1ccc(CN2CCN(C(=O)c3ccco3)CC2)cc1,0%,-2%,13%

# Record cards, from the list above. Order of values: KAT2A inh | N370S GC | FEN1 inhibitor
# CC1=C(C#N)C(c2ccccc2O)C(C#N)=C(C)N1 across the screens: 1% | -17% | -7%
# Cc1ccc(OCCNc2ccc(S(=O)(=O)N3CCCC3)cn2)cc1 across the screens: -3% | -3% | -9%
# CCOC(=O)N1CCN(S(=O)(=O)c2cc(Br)cnc2N)CC1 across the screens: 1% | -26% | -7%
# COc1ccc(CN(C)C(=O)c2ccncc2)c(OC)c1 across the screens: 1% | -3% | -4%
# CCCCOc1ccc(CSC2=NCCN2)cc1[N+](=O)[O-] across the screens: -3% | -15% | 13%

# Gathered by group: the compounds so far containing an NH in an aromatic ring
SMILES,KAT2A inh,N370S GC,FEN1 inhibitor
CCN(CC)S(=O)(=O)c1cc(C(=O)Nc2cc(C)[nH]n2)ccc1Cl,5%,6%,18%
COc1ccc(OC)c(S(=O)(=O)N/N=C\c2c[nH]c3ccccc23)c1,2%,0%,-6%
COCCN(C(=O)c1ccc(COc2ccccc2)o1)c1c(N)n(CC(C)C)c(=O)[nH]c1=O,1%,·,4%

# Next part:
SMILES,KAT2A inh,N370S GC,FEN1 inhibitor
O=C(c1ccccc1Br)N1CCN(c2ccccn2)CC1,-1%,24%,-12%
CC(=O)ONC(=Nc1ccccc1)c1nonc1N,2%,-22%,11%
CCN(Cc1cnn(C)c1)Cc1nc(C2(c3ccc(C)cc3)CCCC2)no1,-10%,-18%,-3%
Cc1noc(C)c1COc1cccc(C(=O)OCC(=O)N2CC(=O)Nc3ccccc32)c1,-5%,6%,-8%
CCOC(=O)C1CCN(C(=O)C2CC(=O)N(c3ccc(C)cc3)C2)CC1 (stereo not drawn),2%,3%,-10%
Cn1nc(C(C)(C)C)c([N+](=O)[O-])c1C(=O)NC(C)(C)C,-4%,5%,3%
Cc1c(C(N)=O)sc2nc(-c3ccccc3)cn12,-8%,11%,-6%
O=S(=O)(Nc1ccncc1)c1cc(Cl)c(Cl)cc1Cl,?,-14%,-11%
COc1cc(CN2CCNC(=O)C2CC(=O)NC2CCCCC2)cc(OC)c1 (stereo not drawn),-4%,-10%,3%
CCNC(=O)OCC12CC3CC(CC(C3)C1)C2,4%,-2%,-9%
CCOC(=O)c1c(-c2ccc(C)cc2)csc1NC(=O)c1cc(=O)c2cc(C)cc(C)c2o1,-25%,·,-7%
C/C(=N\NC(=O)Cn1nc(C)c([N+](=O)[O-])c1C)c1ccc(O)cc1,0%,-2%,2%
CCc1cc2c(Sc3nc4ccccc4s3)ncnc2s1,-10%,6%,-4%
CCOc1ccc(-c2nnn(CC(=O)c3ccc4c(c3)OCCO4)n2)cc1,-22%,14%,4%
O=C(NCC1CCCO1)c1nnc(Cc2ccc(F)cc2)o1 (stereo not drawn),-3%,-7%,-3%
O=C(Nc1c2c(nn1-c1ccc(F)cc1)CS(=O)C2)c1ccc(Br)o1 (stereo not drawn),2%,-13%,0%
COc1ccc(NC(=S)NC23CN4CN(CN(C4)C2)C3)cc1,3%,26%,-2%
O=C(C[n+]1cc(-c2ccc(F)cc2)n2c1CCC2)N1c2ccccc2Sc2ccccc21,-3%,-6%,-4%
Cc1noc(C)c1C(=O)N1CCC2(CC1)CCN(c1ccccn1)CC2,-15%,1%,·
CCc1c(C)nc2ncnn2c1Nc1ccc(C(C)=O)cc1,2%,10%,-3%
O=C1c2ccccc2CCc2ccc(Br)cc21,-5%,·,-11%
CC(C)CC(=O)N1c2nc(C(C)C)nn2C2(CCCCC2)[C@@H]2CCCC[C@@H]21,-1%,·,18%
CCC(=O)C1CCCN(C(=O)c2ccc(OC3CCN(C(=O)c4cccnc4)CC3)cc2)C1 (stereo not drawn),1%,-13%,6%
COc1ccc(N2CCN(C(=O)CNC(=O)c3ccc4ccccc4c3)CC2)cc1,3%,·,19%
COc1ccc(N2CCN(C(=O)CCNS(=O)(=O)c3ccc4c(c3)CCC(=O)N4)CC2)cc1,-4%,6%,-5%

# Remaining list, next part:
SMILES,KAT2A inh,N370S GC,FEN1 inhibitor
CC1CCc2sc(C(=O)NNC(=O)c3ccncc3)cc2C1 (stereo not drawn),-15%,-3%,2%
O=C(COC(=O)COc1ccc(Cl)cc1Br)NCc1cccs1,-5%,-2%,10%
CCN(CC)C(=O)CN1CCN(c2ncccn2)CC1,-2%,10%,-6%
NC(=O)C1CCN(c2oc(-c3ccccc3)nc2S(=O)(=O)c2ccc(Br)cc2)CC1,?,-2%,4%
CC1(C)CN=c2s/c(=C\c3ccc(Cl)cc3)c(=O)n2C1,2%,6%,3%
Cc1nc(N2CCN(C(=O)COc3ccccc3)CC2)c2c(C)c(C)sc2n1,2%,6%,9%
CCCOC(=O)c1cc(-c2ccc(C=O)o2)ccc1Cl,-5%,-16%,-19%
COc1ccc(-c2nc3cnc(N4CCN(C)CC4)nc3n(Cc3cccs3)c2=O)cc1,-11%,0%,·
O=C(NC(CSCc1ccccc1)C(=O)N/N=C/c1ccc(O)cc1O)c1ccc([N+](=O)[O-])cc1 (stereo not drawn),-12%,-8%,?
CCCCNC(=O)CSc1nc2ccccc2c(=O)n1Cc1ccc2c(c1)OCO2,-6%,7%,-12%
Cc1c2n(c3ccccc13)CC/C2=N\O,-6%,-1%,-9%
O=C(NCC(c1cccs1)N1CCOCC1)c1cc(S(=O)(=O)N2CCOCC2)c(Cl)cc1Cl (stereo not drawn),-7%,-11%,3%
C=C1CCN(C(C)C(=O)OC)S(=O)(=O)c2ccccc21 (stereo not drawn),?,0%&-3%,4%&-9%
O=C(Nc1nnc(-c2ccccc2F)s1)C1CCCO1 (stereo not drawn),-7%,9%,1%
Cc1c(C(=O)OC2CCCC2)[nH]c2c1C(=O)CC(c1ccco1)C2 (stereo not drawn),-17%,20%,-2%
N#C[C@H](Cc1ccc(O)cc1)c1ccc(O)cc1,-13%,-15%,·
O=c1[nH][nH]c(-c2ccccc2O)c1C(C[N+](=O)[O-])c1ccc(Cl)cc1Cl (stereo not drawn),-5%,-5%,-8%
O=C(Nc1nc(-c2ccccc2)c(-c2ccccc2)o1)c1ccc(F)cc1,-4%,5%,-9%
COC(=O)c1cn(NC(=O)Cc2cccc(OC)c2)c(=O)c2ccccc12,-7%,5%,2%
COC(=O)C1=C[C@@H](C(=O)OC)[C@@H]2C3=C(C(=O)C2(C)C)[C@H](c2ccccc2)[C@@H]2C(=O)N(C)C(=O)[C@@H]2[C@@H]3C1,·,0%,-14%&-3%
CCOc1ccc(Nc2nc(Cc3nnc(SCC(=O)NCc4ccco4)n3CC)cs2)cc1,-6%,-5%,2%
COc1cccc(N2C(=O)C3CCCN3C2c2ccc(F)cc2)c1 (stereo not drawn),0%,-4%,3%
CN1CCN(c2nc(-c3cc4ccccc4o3)cs2)CC1,-8%,-6%,7%
CCOc1cc(C(=O)Nc2ccc(S(=O)(=O)Nc3nnc(CC)s3)cc2)cc(OCC)c1OCC,-13%,-1%,-5%
C/C(=N/NC(=O)c1cccs1)c1ccco1,0%,4%,-6%

# Next part
SMILES,KAT2A inh,N370S GC,FEN1 inhibitor
CCc1c(C)c2ccc(O)c(CN(C)C)c2oc1=O,?,?,-13%
NC(=O)[C@@H]1CC2(CC(c3cccc(NC(=O)[C@@H]4CCC(=O)N4)c3)=NO2)CN1C(=O)Cc1ccc([N+](=O)[O-])cc1 (stereo partly drawn),-11%,4%,-13%
Cc1cc(CN2CCCC(N3CCc4ccccc4C3)C2)cc(C)c1O (stereo not drawn),-5%,-1%,0%
Cc1ccc(-n2ncc(C(=O)N3CCN(c4cccc(C)c4C)CC3)c2C2CCNCC2)c(C)c1,21%,·,-5%
COc1ccc(NC(=O)CN2C(=O)NC(C)(c3ccccc3)C2=O)cc1Cl (stereo not drawn),-2%,-14%,-12%
CN1CCC(=NNC(=O)C(=O)NCc2ccccc2)CC1,-11%,2%,6%
Cc1ccc(-c2cccc(C3CC=CC4C3C(=O)N(Cc3ccccc3)C4c3cc(C)ccc3F)c2)cc1 (stereo not drawn),-5%,-4%&6%,-17%&-15%
COCCNC(=O)CSc1nc2nc(C)cc(C)n2n1,-11%,4%,-6%
CC(=O)c1cc(-c2ccccc2)[nH]c1N1CCCC1,-19%,0%,1%
O=C(COc1ccc(S(=O)(=O)N2CCCC2)cc1)N1CCCCC1,-20%,0%,-2%
O=c1c2ccccc2c(C=NCCCN2CCOCC2)c(O)n1Cc1ccccc1,-1%,4%[2.35 µM],14%
CCCC(=O)NC(=S)Nc1ccc(Cl)cn1,1%,6%,-1%
O=C(c1cccc(F)c1)N1CCN(CC2CC3C=CC2C3)CC1 (stereo not drawn),-1%,-11%,4%
COc1ccccc1C(=O)N=Nc1c(O)[nH]c2ccc([N+](=O)[O-])cc12,-9%,14%,-26%
Cc1ccc(NC(=O)N2CCCCCC2)cc1,?,-1%,-12%
Cc1ccc(C(=O)N2CCN(c3ccc(Cl)cc3)CC2)cc1,2%,0%,-14%
Cc1ccccc1Nc1sc(C(=O)c2ccccc2)c(N)c1S(C)(=O)=O,-7%,·,4%
COC(=O)c1ccc(NC(=S)NCCC2=CCCCC2)cc1,1%,29%,-6%
CCn1c(CNC(=O)C23CC4CC(CC(C4)C2)C3)nnc1SCC(=O)Nc1ccc(OC)cc1,-2%,·,1%
COC(=O)C(C(=O)NCC1CCCO1)C1CCCC1 (stereo not drawn),4%,·,0%
COc1ccc(S(=O)(=O)NCCc2c[nH]c3ccc(Cl)cc23)cc1,-13%,-3%,-9%
CC(=O)NCC(=O)OCC(=O)c1ccc(Cl)cc1,-19%,0%,-9%
O=C(c1cccc(C(F)(F)F)c1)N1CCN(c2cc(=O)[nH]nc2-c2ccccc2)CC1,-1%,-2%,-10%
CC(=O)c1ccc(OCc2cc(C(=O)N(C)C(C)c3nccs3)no2)cc1 (stereo not drawn),3%,-6%,17%
COc1ccc(CCNC(=O)CCn2c(=O)c3ccccc3n(Cc3ccccc3F)c2=O)cc1OC,-1%,·,19%
